# AmpC inh det = Promiscuous and Specific Inhibitors of AmpC Beta-Lactamase (assay with detergent). 71,000 tested, 0.09% active. Potency, µM (doses to about 28.7 µM), for inactives: top-dose activity change, negative = inhibition. purified AmpC, nitrocefin hydrolysis with detergent; active = well fitted curve in the direction sought with a large enough effect
# Target sequence (P00811 whole entry, looked up): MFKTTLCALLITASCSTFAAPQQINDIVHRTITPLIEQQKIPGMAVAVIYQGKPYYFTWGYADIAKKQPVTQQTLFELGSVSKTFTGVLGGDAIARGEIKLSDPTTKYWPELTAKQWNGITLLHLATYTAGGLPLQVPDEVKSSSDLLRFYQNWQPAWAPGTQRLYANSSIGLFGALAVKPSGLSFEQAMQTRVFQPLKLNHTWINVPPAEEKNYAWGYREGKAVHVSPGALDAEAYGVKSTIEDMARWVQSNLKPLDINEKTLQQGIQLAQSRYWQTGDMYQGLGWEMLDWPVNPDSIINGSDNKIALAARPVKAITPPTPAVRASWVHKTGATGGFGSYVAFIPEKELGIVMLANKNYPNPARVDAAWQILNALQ
#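 E. coli AmpC (5.3 nM) in 20 mM phosphate pH 7.0 with 0.01% Triton X-100, preincubated 15 min RT with compound; nitrocefin (2 uL of 800 uM stock) hydrolysis followed by 480 nm absorbance every 20 s over 4 min.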
# Numbers without * were called inactive; & = joins results of further samples; [ ] = another dose, or the depositor's remark. % is scaled to controls: 0 for no effect and ±100 for the full control effect; potency is read from the fitted curve at half-maximal effect. These rows are one share of the data (hit frequency here may not be typical).
SMILES,AmpC inh det
Cc1ccc(S(=O)(=O)NCCn2c(C)cc3ccccc32)cc1,-3%
O=C1NCCCc2nc(Oc3ccccc3)sc21,6%
O=C1C[C@H]2OCC=C3CN4CC[C@@]5(C(=O)O)[C@H](N1)[C@H]2[C@H]3C[C@H]45,1%[5.75 µM]
Cc1c(NC(=O)CC(O)(C(F)(F)F)C(F)(F)F)c(=O)n(-c2ccccc2)n1C,-2%
CC(=O)Nc1ccc(S(=O)(=O)Nc2cccc(N(C)S(C)(=O)=O)c2)cc1,-2%
O=C(O)c1ccc(COc2ccc(CO)cc2Cl)cc1,-2%
c1ccc(CCCN2CCN(CCOC(c3ccccc3)c3ccccc3)CC2)cc1,0%&-2%
Cc1cc(O)c(C(C)(C)C)cc1Sc1cc(C(C)(C)C)c(O)cc1C,6%
CC(C(=O)OCn1nnc2ccccc2c1=O)N1C(=O)c2ccccc2C1=O (configuration not stated),-1%
N#Cc1nc(-c2ccco2)oc1N1CCC(C(N)=O)CC1,-2%
COc1cccc(N(CC(=O)NC(C)c2ccccc2)S(C)(=O)=O)c1 (configuration not stated),-3%
Cc1cc(SCC(=O)NC(=O)NCc2ccco2)nc2c(C)cccc12,-8%
COCNc1nc(OCC#N)nc(N(C)C)n1,10%
COc1ccc(OC)c(NS(=O)(=O)Cc2ccccc2)c1,-4%
Cc1cc(C)c2nc3c(c(C(=O)O)c2c1)CCC3,8%
COc1ccc(NS(=O)(=O)c2ccc(N)c(C(=O)O)c2)cc1,-5%
CN(CC(=O)N1CC=C(c2ccccc2)CC1)S(=O)(=O)c1cnc[nH]1,7%
COc1ccccc1-c1cc(C(F)(F)F)nc(N2CCN(c3ccc(F)cc3)CC2)n1,3%
COc1ccc(N2C(=O)[C@@H]3Cc4ccccc4CN3C2=O)cc1,-1%
O=C(OCn1nnc2ccccc2c1=O)C1COc2ccccc2O1 (configuration not stated),-5%
CCOc1ccc(C(=O)Nn2cnnc2)cc1,6%
N#CC1=C(N)OC2=C(C(=O)CCC2)C1c1ccc(OC(=O)N2CCOCC2)cc1 (configuration not stated),-4%
COc1ccc(C2N=C(N)N=C(N)N2c2ccccc2)cc1OC (configuration not stated),-2%
CC(=O)Nc1ccc(N2C(=O)CC(N3CC(C)OC(C)C3)C2=O)cc1 (configuration not stated),1%
Cc1csc(NC(=O)CSc2nnc(-c3ccco3)n2C)n1,10%

# Reprinted from the entries so far (four entries):
SMILES,AmpC inh det
Cc1ccc(S(=O)(=O)NCCn2c(C)cc3ccccc32)cc1,-3%
O=C1NCCCc2nc(Oc3ccccc3)sc21,6%
O=C1C[C@H]2OCC=C3CN4CC[C@@]5(C(=O)O)[C@H](N1)[C@H]2[C@H]3C[C@H]45,1%[5.75 µM]
Cc1c(NC(=O)CC(O)(C(F)(F)F)C(F)(F)F)c(=O)n(-c2ccccc2)n1C,-2%

# (listing goes on)
SMILES,AmpC inh det
Cc1ccnc(NC(=O)CCC2CCCCC2)c1,-5%
CC12C=CC3(CN(Cc4ccccc4)C(=O)C3C1C(=O)NCc1ccco1)O2 (configuration not stated),-2%
COc1ccc(-c2nc(SC)n(C(=O)c3ccco3)n2)cc1,-1%
Cc1cccc(OCc2nnc(SCC(=O)N3CCc4ccccc43)n2C)c1,-5%
CN(Cc1ccco1)C(=O)C(Cc1ccccc1)NS(=O)(=O)c1ccc2c(c1)CCC(=O)N2 (configuration not stated),17%
CCOC(=O)c1sc(NC(=O)CSc2ncccn2)c(C#N)c1C,14%
CCSc1nnc(NC(=O)CSc2nnc(Cc3cccn3C)n2CCc2ccccc2)s1,-1%
CCOc1ccc(-n2c(SC)nc3c(c2=O)SCC3)cc1,1%
CC(C)OC(=O)CC(=O)c1sc2nc3c(cc2c1N)CN(C)CC3,1%
CCc1cc(C(=O)OC)c(NC(=O)CC2NCCNC2=O)s1 (configuration not stated),-4%
C=CCCCCCCC=C,0%
Cc1noc(C)c1COC(=O)c1ccc2c(c1)OCCO2,-1%
CCCN(CCC)C(=O)CSc1nc2n[nH]c(C)c2c(=N)n1-c1ccc(OC)cc1,8%
CCN(CC)CCNC(=O)c1ccccc1C(=O)c1ncc[nH]1,7%
Cc1cc(S(=O)(=O)Nc2ccccc2C(=O)O)ccc1Cl,-4%
NC(=O)C1CCN(C(c2ccccc2F)c2nnnn2Cc2ccco2)CC1 (configuration not stated),12%
O=C(O)[C@H](Cc1ccccc1)N1Cc2ccccc2C1=O,9%
CC(C)c1ccc(O)c(NC(=O)c2cncc(Br)c2)c1,-3%
COc1ccc2[nH]cc(CCNc3ccnc(-c4ccccc4C)n3)c2c1,-3%
O=C1CN2CCN(CC2)CC(=O)Nc2ccc(cc2)S(=O)(=O)c2ccc(cc2)NC(=O)CN2CCN(CC2)CC(=O)Nc2ccc(cc2)S(=O)(=O)c2ccc(cc2)N1,-3%[5.75 µM]
COC(=O)Cn1nc(-c2ccccc2)c2ccccc21,10%
CS(=O)(=O)N(CC(=O)N1CCCCCC1)c1ccc2c(c1)OCCO2,-4%
Cc1ccc(NS(=O)(=O)c2ccc3c(c2)oc(=O)n3C)cc1F,13%
COc1ccc(C(=O)NCCC(C)C)cc1S(=O)(=O)N1CCOCC1,-7%
Cc1oc(-c2cccs2)[n+]([O-])c1C,-1%
# Later entries:
SMILES,AmpC inh det
CCOC(=O)N1CCN(C(=O)CSCC(=O)N=c2sc3ccccc3n2C)CC1,2%
CC1(C)CC(=O)C(C=NCCc2ccccn2)=C(O)C1,8%
CCCCOC(=O)C1C2C=C[C@]3(CN(C(C)c4ccc(OC)cc4)C(=O)[C@H]13)O2 (some centres not stated),-3%
O=S(=O)(c1ccccc1)N1CCC2(CCCN(c3cccc(-c4ccccc4)c3)C2)CC1,-4%
COc1cccc(-c2oc3ccccc3c(=O)c2O)c1,-2%
Cc1cccc(NC(=O)N(Cc2nc3ccccc3c(=O)[nH]2)C2CCCC2)c1,9%
Cc1ccc(C)c2nc(N3CCCC3)c(C#N)cc12,2%
O=C(CNC(=O)c1ccc(Cl)cc1Cl)NCC(=O)Nc1ccccc1N1CCOCC1,-1%
CC1=CCP(=O)(c2ccccc2)C1 (configuration not stated),-2%
O=C(C(Cc1ccccc1)n1cccc1)N1CCCCC1 (configuration not stated),13%
COCCn1c(=O)c(-c2cccc(C#N)c2)nc2cnc(N3CCN(C)CC3)nc21,1%
Cc1nc2ncnn2c(C)c1CCC(=O)N1CCc2ccccc21,-6%
CCCCSc1nc(CCC)cc(=O)[nH]1,6%
COC(=O)CSCc1nc2ccccc2[nH]c1=O,22%
c1ccc(CCc2nc(-c3cccnc3)no2)cc1,-4%
O=C(COc1ccc(Cl)cc1)Nc1ccc(Cl)cn1,1%
CCCCCCn1c(SCCCC)nc2c1c(=O)[nH]c(=O)n2C,4%
CN(C)CC(C)(C)NS(=O)(=O)c1ccc(Cl)cc1,14%
Cc1ccc(-c2oc3ncnc(N)c3c2-c2ccc(C)cc2)cc1,18%
COC(=O)N1CCC2(CCCN(c3ccccn3)C2)CC1,-4%
CCC(C)OC(=O)n1ccc(C(=O)Nc2nccs2)n1 (configuration not stated),6%
COc1ccc(OC)c(S(=O)(=O)N(C)CC(=O)Nc2ccc3c(c2)OCO3)c1,-1%
Cc1ccc(NC(=O)C2CCCN2S(=O)(=O)c2ccc3c(c2)CCC(=O)N3)cc1Cl (configuration not stated),12%
Cc1cccc(N2CCc3c2nc2ccccc2c3N)c1,8%&13%
CC(=O)c1c(O)c(C)c(O)c2c1OC1=CC(=O)[C@H](C(C)=O)C(=O)[C@]12C,-3%

# The list goes on, starting with the last three of the part before.
SMILES,AmpC inh det
Cc1ccc(NC(=O)C2CCCN2S(=O)(=O)c2ccc3c(c2)CCC(=O)N3)cc1Cl (configuration not stated),12%
Cc1cccc(N2CCc3c2nc2ccccc2c3N)c1,8%&13%
CC(=O)c1c(O)c(C)c(O)c2c1OC1=CC(=O)[C@H](C(C)=O)C(=O)[C@]12C,-3%
Cc1ccc(S(=O)(=O)N=Nc2c(O)[nH]c3cc(O)c(C(=O)O)cc23)cc1,0%[5.75 µM]
Cc1[nH]nc2c1C(c1ccoc1)C(C#N)=C(N)O2 (configuration not stated),2%
Cc1ccc(-c2nnn(CC(=O)Nc3ccccc3N3CCOCC3)n2)cc1,-1%
CCOC(=O)N1CCC(NCCNC(=O)c2cccs2)CC1,-4%
CC(=O)OC1(c2ccccc2)CCN(C)C2CCCCC21 (configuration not stated),-2%
CCn1c(SCC(=O)Nc2cccc(C(C)=O)c2)nnc1C(C)C,10%
O=C(c1ccncc1)N1CCC2(CC1)CCN(c1cccc(-c3ccccc3)c1)CC2,-1%
O=C(NCCN1CCN(c2ccccc2)CC1)C1(S(=O)(=O)c2ccc(Cl)cc2)CC1,10%
CCCn1c(O)c(CN2CCCC(C)C2)c(C)c(C#N)c1=O (configuration not stated),-1%
COc1ccc(C2C3=C(CCCC3=O)Nc3nc(SCc4ccc(C(=O)O)cc4)nn32)cc1OC (configuration not stated),10%
O=C(Nc1nnc(-c2ccco2)s1)c1ccccc1,-3%
COc1ccc2[nH]c(=O)c(CN(Cc3ccccc3)Cc3nnnn3CC3CCCO3)cc2c1 (configuration not stated),14%
O=C(C1CCC1)N1CCc2cc(S(=O)(=O)N3CCCCC3)ccc21,-4%
C=CCn1c(Cc2csc(N)n2)nnc1SCC(=O)Nc1ccc(C(=O)OCC)cc1,-2%
Cc1ccc(-n2nnnc2SCC(=O)Nc2c(C)n(C)n(-c3ccccc3)c2=O)cc1,0%
O=c1c(-c2ccccc2)nc2cnc(Oc3cccc(Cl)c3)nc2n1C[C@H]1CCCO1,-1%
Cc1ccc(C)c2[nH]c(=O)c(CN(CCN3CCCC3)C(=O)Nc3cccc(Cl)c3)cc12,-3%
COc1cc2c(cc1OC)CN(C(=O)c1cc3ccccc3oc1=O)CC2,0%
Cc1cc2oc(=O)cc(CN3CCCc4ccccc43)c2cc1C,-5%
CC(=O)N[C@H](CS)C(=O)O,-1%
CCn1c2ccccc2c2cc(C3C(C#N)=C(N)Oc4n[nH]c(COC)c43)ccc21 (configuration not stated),-3%
COc1ccc(CCNC(=O)C2CCCCC2C(=O)O)cc1OC (configuration not stated),-7%
Cc1ccc(-n2ncc3c(=O)n(CC#N)cnc32)cc1,11%
CN(C)CCNc1ccccn1,-4%[5.75 µM]
O=C(c1ccncc1)N1CCC2(CCCN(c3ncccn3)C2)CC1,0%

# Single entries from the results shown:
# AmpC inh det result of O=c1c(-c2ccccc2)nc2cnc(Oc3cccc(Cl)c3)nc2n1C[C@H]1CCCO1 reads -1%
# AmpC inh det result of CCn1c(SCC(=O)Nc2cccc(C(C)=O)c2)nnc1C(C)C reads 10%
# AmpC inh det result of CC(=O)N[C@H](CS)C(=O)O reads -1%
# AmpC inh det result of O=C(NCCN1CCN(c2ccccc2)CC1)C1(S(=O)(=O)c2ccc(Cl)cc2)CC1 reads 10%
# AmpC inh det result of COc1ccc(C2C3=C(CCCC3=O)Nc3nc(SCc4ccc(C(=O)O)cc4)nn32)cc1OC (configuration not stated) reads 10%
# AmpC inh det result of Cc1ccc(-n2ncc3c(=O)n(CC#N)cnc32)cc1 reads 11%

# Later entries:
SMILES,AmpC inh det
c1ccc(-c2nnc(-c3ccco3)o2)cc1,0%
COc1ccc(Cn2c(=O)[nH]c3cc(C(=O)NCCCN4CCCC4=O)ccc3c2=O)cc1,-3%
COc1ccc(CNC(=O)C2CCN(S(=O)(=O)N3CCOCC3)CC2)cc1,-3%
C=CCn1c(=O)c2ccccc2n2c(SCc3csc(-c4ccccc4)n3)nnc12,-2%
Cc1cc(C(=O)OCC(=O)N2c3ccccc3CC2C)c(C)o1 (configuration not stated),10%
O=C(c1cc2cc(Cl)ccc2oc1=O)N1CCCC1,-3%
CC(=O)NC(CCS(C)(=O)=O)C(=O)Nc1c(F)cccc1F (configuration not stated),21%
COc1cc2[nH]c(=O)n(CCCC(=O)N3CC=C(c4ccccc4)CC3)c(=O)c2cc1OC,-1%
NC(=O)c1c(NC(=O)CSc2nnc(Cc3ccccc3)n2Cc2ccco2)sc2c1CCC2,16%
COc1ccc(C(=O)Nn2c(C)ccc2C)cc1OC,-6%
Cc1ccc(C(C)NC(=O)c2c(C)noc2C)cc1C (configuration not stated),-3%
CCOc1ccc(N(CC(=O)NCc2ccccc2)S(=O)(=O)c2c(C)noc2C)cc1,4%
COc1ccc(-c2noc(CCC(=O)Nc3cccnc3)n2)cc1OC,0%
O=C1Nc2ccccc2C(O)(C(=O)NCc2ccco2)N1c1ccc(Cl)c(Cl)c1 (configuration not stated),-3%
CCOc1ccc(CN2C(=O)c3ccccc3C2C(=O)NCc2cccnc2)cc1 (configuration not stated),0%
CCCc1c(C)c2ccccc2[nH]c1=O,-6%
COc1ccc2c(c1)CCCC21NC(=O)NC1=O (configuration not stated),14%
COC(=O)CSc1nnc(-c2ccoc2C)n1-c1ccc(C)cc1,1%
FC(F)(F)c1ccccc1-c1nc(NCCN2CCOCC2)c2ccccc2n1,12%
COC(=O)c1cn(NC(=O)C2COc3ccccc3O2)c(=O)c2ccccc12 (configuration not stated),0%
COc1ccc(-n2c(=O)c(-c3ccccc3)nc3cnc(N4CCNCC4)nc32)cc1,2%
O=C(c1ccco1)N1CCC(c2nc(-c3ccc(F)cc3)no2)CC1,-4%
CNC(=O)c1cc2cccc(OC)c2oc1=O,-3%
CNC(=O)c1cc2cc(OC)ccc2oc1=N,-4%
N#CC1=C(N)Oc2n[nH]c(-c3ccc(F)cc3)c2C1c1ccncc1 (configuration not stated),-1%
CC1(C)C(C=C(Cl)Cl)C1C(=O)N1CCN(c2ccccc2)CC1 (configuration not stated),0%
COc1ccc2cc3cc(C(=O)NCc4ccc5c(c4)OCO5)oc3nc2c1,-2%

# An excerpt of these results, as labelled records.
CC(=O)NC(CCS(C)(=O)=O)C(=O)Nc1c(F)cccc1F (configuration not stated)
  AmpC inh det = 21%
Cc1cc(C(=O)OCC(=O)N2c3ccccc3CC2C)c(C)o1 (configuration not stated)
  AmpC inh det = 10%
COC(=O)c1cn(NC(=O)C2COc3ccccc3O2)c(=O)c2ccccc12 (configuration not stated)
  AmpC inh det = 0%
CC1(C)C(C=C(Cl)Cl)C1C(=O)N1CCN(c2ccccc2)CC1 (configuration not stated)
  AmpC inh det = 0%

# Source: PubChem
